EWS-Fli block: EWS/Fli-driven NR0B1 reporter inhibitors, primary screen, A673 cells, NR0B1 luciferase, luminescence, MLPCN library; viability-normalised; inhibition, % at 12.6 µM; 0.67% of 350,000 active; AID 651661, 2012;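 active = mean inhibition of at least 50% after viability correction, with every replicate also passing that limit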;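 note: firefly luciferase signal divided by Alamar Blue viability fluorescence both relative to DMSO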
FN deposit inh: inhibitors of fibronectin matrix deposition, primary screen, AH1F cells, Alexa488-fibronectin fluorescence, plate reader. inhibition, % at 12.6 µM. AH1F fibroblasts, overnight. 0.086% of 350,000 active. AID 743247, 2014;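 active = mean inhibition across replicates of 30% or more, regardless of how many single replicates reach that level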;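 note: positive control wells lacked labelled fibronectin entirely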
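material = AH1F fibroblast monolayer depositing Alexa488-labelled fibronectin into matrix | amount = 10000 AH1F cells/well | buffer or medium = DMEM plus 2% serum, read in PBS | incubation = 1 h cell adhesion before compound, then overnight fibronectin incubation | detection = fluorescence at 485 nm excitation, 525 nm emission | evaluation = percent inhibition as loss of matrix-bound fibronectin fluorescence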
LGR2 antag: inhibitors of bursicon-induced LGR2 CRE-luciferase signal, primary screen, cell-based, HEK293, CRE-luciferase reporter, bursicon stimulation; inhibition, % at 9.99 µM; 0.35% of 380,000 active; bursicon-stimulated, 4 h; Drosophila bursicon receptor LGR2 (rickets);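 active = drop in luminescence signal, shown as inhibition above about 50% in the replicate tests, limit read from the data, passing the limit was not always enough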;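 note: agonist challenge used bursicon conditioned medium at about half maximal strength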
PGC1a acetyl inh: inhibitors of PGC1a acetylation signal, primary screen, cell-based, U2OS, AlphaScreen, inhibitor mode | 0.17% of 350,000 active | inhibition, % at 15.6 µM | AlphaScreen anti-acetyl-lysine; with virally co-expressed GCN5 acetyltransferase | AID 651687, 2012;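 active = every replicate shows inhibition of at least 40%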;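 note: 0% = neutral control wells and 100% = positive control wells; some results beyond the cut were filed as inactive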
PAX8 inh HTS: inhibitors of PAX8-driven TPO luciferase reporter, primary screen, RMG-I cells, single concentration; SteadyGlo, 24 h; inhibition, % at 12.6 µM; 1.2% of 360,000 active; AID 652154, 2013;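 active = mean replicate inhibition at least 60% with every replicate also reaching 60%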;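 note: luciferase light reporting Pax8 driven TPO promoter activity; plate controls were median of neutral control wells for no effect and mitoxantrone controls for full effect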
CASP6 VEID inh: human caspase-6 inhibitors, primary screen, biochemical, VEID-R110 fluorescence, single point, set 2; inhibition, % at 12.5 µM; 0.53% of 350,000 active; AID 686996, 2013; P55212; purified caspase-6, Z-VEID-R110 cleavage fluorescence;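 active = mean inhibition across replicates at least about 35%, with every replicate also reaching that limit, limit read from the data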;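 note: 0% = median of neutral control wells and 100% = no fluorescence left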
Target sequence (P55212 24-179 limits assumed): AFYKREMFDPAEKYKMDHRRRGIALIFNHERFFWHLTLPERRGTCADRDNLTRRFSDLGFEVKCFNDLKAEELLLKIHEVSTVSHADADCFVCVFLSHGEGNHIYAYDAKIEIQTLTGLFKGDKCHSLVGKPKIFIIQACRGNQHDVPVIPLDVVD
Target sequence (P55212 194-293 limits assumed): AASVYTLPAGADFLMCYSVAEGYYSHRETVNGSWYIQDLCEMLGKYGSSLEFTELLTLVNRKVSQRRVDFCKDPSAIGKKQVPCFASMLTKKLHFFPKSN
Cneo AK release: Cryptococcus neoformans cell lysis inducers, primary screen, AK release luminescence, single concentration; C. neoformans lysis, adenylate kinase release luminescence, 4 h; normalised: neutral wells 0, clomiphene wells 100; lysis activity, % at 15 µM; 0.2% of 360,000 active; AID 651654, 2012;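 active = mean lysis activity across replicates of at least 80%, whatever share of replicates individually reach that level; inactive = mean lysis activity below 80%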
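Assay system: C. neoformans cells. Amount: yeast cell density of 5 × 10^6 cells/mL. Technique: AK luminescence. Buffer or medium: YPD. Times: static 4 h at 37 °C with compound, 1 h detection. Dosing: single-point compound dose. Read-out: lysis from increased AK signal.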
miR122 inh: miR-122 Renilla sensor signal increase in Huh7, primary screen, miR-122 inhibitor project, cell-based, single point, plate reader; Huh7 miR-122 Renilla luciferase sensor, 48 h; neutral wells = 0, positive control = 100; AID 602342, 2012; activation (reporter increase), % at 12.5 µM; 0.3% of 340,000 active;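 active = mean replicate activation score at least 90 and every replicate individually at or above 90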;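 note: higher luciferase means less miR-122 activity so hits act as miR-122 inhibitors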
* marks the source's active call; other numbers are inactive results; x = no result given; [ ] = remark or other dose. Rows are unselected; overall some 2.5% were active at least once.

SMILES	EWS-Fli block	FN deposit inh	LGR2 antag	PGC1a acetyl inh	PAX8 inh HTS	CASP6 VEID inh	Cneo AK release	miR122 inh
Cn1c(N)c(C(=O)c2ccccc2)c(=O)n(C)c1=O	x	x	-2	4	x	x	-2	-3
O=C(NCC(=O)N(c1ccc(F)cc1)C(C(=O)NC1CCCC1)c1ccncc1)c1ccco1 (centres undefined)	-5	-2	-1	-1	3	-1	0	4
CCOc1cc(N2CCOCC2)c(OCC)cc1NC(=O)C(C)C	3	-15	-9	-5	8	-1	-14	12
Cc1cc(F)cc(-c2cc(C(=O)NCc3ccccn3)[nH]n2)c1	-20	-2	-18	0	-13	-1	-4	0
N#Cc1cccc(-c2ccc([C@@H]3[C@@H](CO)N4CCCCN(C(=O)Nc5ccccc5)C[C@H]34)cc2)c1	7	x	15	-4	-14	-8	-1	9[16.7 µM]
COc1ccc(CN(C)C[C@H]2OCc3cn(nn3)CCCC(=O)N([C@H](C)CO)C[C@@H]2C)cc1	2	5	-4	-3	8	-2	2	1[16.7 µM]
COc1ccc(S(=O)(=O)N2CCC(C(=O)Nc3nnc(C)s3)CC2)cc1OC	5	-9	-3	x	0	-1	3	-9
CCc1nc2ccc(C(=O)N3CCN(S(=O)(=O)CC)CC3)cn2c1N(CC)CCOC	0	7	-3	10	-1	1	0	-4
COc1ccc(S(=O)(=O)NC(C)C(=O)NCCN2CCOCC2)cc1Cl (centres undefined)	1	2	6	x	13	x	-1	x
CC(C)(C)c1ccc(OCCC(=O)Nc2ccc(N3CCOCC3)cc2N2CCOCC2)cc1	-3	-3	12	x	3	4	4	x
Cc1c(C(=O)OCc2nc3ccsc3c(=O)[nH]2)oc2ccccc12	-9	6	-2	12	-4	0	2	-12
COCCN(C(=O)CSc1nnc(-c2ccccc2F)o1)c1c(N)n(Cc2ccccc2)c(=O)[nH]c1=O	6	-4	-16	3	-11	0	9	2
C[C@H]1CN([C@@H](C)CO)C(=O)c2cc(NC(=O)Nc3ccc(C(F)(F)F)cc3)ccc2O[C@@H]1CN(C)S(C)(=O)=O	4	x	-1	4	5	-3	55	-5[16.7 µM]
CC(=O)NC(Cc1ccc(C)cc1)C(=O)NC1CCN(C(=O)NCc2ccccc2)CC1 (centres undefined)	-2	11	-1	-8	-7	x	0	-2
CCC1CN(C(=O)N2CCC(C(=O)NCc3cccc(OC)c3OC)CC2)c2cc(C)ccc2O1 (centres undefined)	x	8	11	-2	-5	2	-1	-7
Cc1ccc(S(=O)(=O)Nc2ccc3c(c2)C(=O)N([C@@H](C)CO)C[C@@H](C)[C@H](CN(C)S(=O)(=O)c2cn(C)cn2)OCCCC[C@@H](C)O3)cc1	-12	-2	17	-7	-16	2	-2	4[16.7 µM]
COc1ccc(OCc2cc(C(=O)N3CCC(c4ccccc4)CC3)no2)c(Cl)c1	-78	1	-30	0	-136	3	0	-1
Cc1c(C(=O)Nc2ccccc2F)sc2ncn(CC(=O)N3CCOCC3)c(=O)c12	x	-24	-1	-3	-9	0	4	-3
CC1=CC(=O)C(C(C)C)=CC1=NC(=O)c1ccc(C)cc1	16	-3	-12	x	22	-1	x	x
CC1CCN(CCCNC(=O)C2CCC(CNS(=O)(=O)c3ccccc3)CC2)CC1 (centres undefined)	x	2	-19	-8	-17	-26	15	x
COc1ccccc1-c1nc2ccccc2c(=O)n1O	-4	-2	-5	3	-9	-2	-2	-3
C[C@]12c3[nH]c4ccc(Cl)cc4c3CCN1C(=O)[C@@H](CC(=O)NCc1cccc(C(F)(F)F)c1)C[C@@H]2C(=O)N1CCCCC1	11	4	14	17	57	x	1	-6
O=C(Nc1ccc(Cl)c(Cl)c1)Nc1ccccn1	-96	-5	-74	7	-94	-3	0	9
Oc1ccc2ccccc2c1CN1CCN(C/C=C/c2ccccc2)CC1	19	17	13	x	38	1	1	x
C[C@@H]1CN([C@H](C)CO)C(=O)Cc2cc(NC(=O)NC3CCCCC3)ccc2O[C@@H]1CN(C)Cc1ccncc1	3	x	x	-3	12	-2	-1	-8[16.7 µM]
COc1ccccc1N(C)S(=O)(=O)c1ccc(C(=O)OCC(=O)Nc2ccc(C(N)=O)cc2)cc1	-4	-1	9	8	-11	1	-1	x
Cc1cccc(NC(=S)NNC(=O)c2ccccc2OC(F)F)c1	x	7	x	8	x	x	3	7
C[C@@H]1CN([C@@H](C)CO)S(=O)(=O)c2ccc(C#CC3CCCC3)cc2O[C@H]1CN(C)C(=O)c1cccc(F)c1	35	x	24	11	x	x	x	5[16.7 µM]
COCCCn1cc(CN2CC(N3CCN(C)CC3)CS2(=O)=O)nn1 (centres undefined)	-6	-6	5	x	-26	-12	x	x
COc1ccc(CN(C)C(=O)c2cccc(S(=O)(=O)N3CCN(c4ccccc4)CC3)c2)c(OC)c1OC	10	2	7	-7	27	3	x	-15
Cc1cc(S(=O)(=O)NCCN2CCOCC2)ccc1Cl	1	-6	7	-6	9	1	1	15
COC(=O)c1nccnc1C(=O)Nc1ccccc1N1CCOCC1	2	x	3	x	-2	-11	-1	-7
O=C(O)/C=C\C(=O)Nc1ccccc1N1CCN(c2ccccc2)CC1	-12	3	0	7	12	1	-18	6
COCC(=O)Nc1ccccc1NC(C)=O	x	-9	x	-5	-6	x	2	1
Cc1ccc2[nH]c(=O)c(CC=C(Cl)Cl)c(C)c2c1	x	3	-17	-8	-10	x	-1	0
c1ccc(-c2cc(-c3ccc(N4CCOCC4)cc3)nc3ccccc23)cc1	x	x	2	-6	-13	x	1	-11
C[C@H]1CCCCO[C@H](CN(C)CC2CC2)[C@@H](C)CN([C@@H](C)CO)C(=O)c2cc(NC(=O)Nc3ccc4c(c3)OCO4)ccc2O1	x	-4	10	-5	-2	1	-3	3[16.7 µM]
O=C(NCCC(=O)N1CCC2(CC1)NCCc1[nH]cnc12)c1cccc(C(F)(F)F)c1	-7	-12	4	x	-4	-2	-5	x
COc1ccc(NC(=O)c2sc(=O)n(Cc3ccc(SC)cc3)c2C)cc1OC	1	2	-11	x	3	-1	0	x
COc1cccc(/C=C2/C(=O)NN(c3ccc(F)cc3)C2=O)c1	0	4	3	x	-4	8	4	-4
O=C(O)c1cc2nc(-c3cccs3)cc(C(F)(F)F)n2n1	2	3	2	-2	2	15	2	4
N#Cc1cnc(NOCc2ccc(Cl)cc2)nc1	8	-6	-6	-2	-7	0	x	x
Nc1ccccc1C(=O)N1CCc2ccccc21	-11	3	-24	0	-77	1	-2	-1
Cc1ccc(OCCC(=O)NNC(=O)c2ccccc2F)cc1	-1	0	-5	9	-12	0	0	0
COc1cccc(/C=N/NC(=O)c2cnccn2)c1OC	-1	12	-6	x	-10	2	x	x
CC=Cc1ccc2n(c1=O)C[C@H]1[C@H](CO)[C@@H](C(=O)N(C)C)N(CCC)[C@@H]21 (mixture of isomers)	-5	x	0	2	x	2	x	x
C#CC1(O)CC(C)N(C)C(C)C1 (centres undefined)	x	-8	x	2	-14	x	0	-2
C/C(=N\NC(=O)COc1ccc(C#N)cc1)c1ccc(N2CCOCC2)cc1	11	-2	8	-5	4	5	x	0
Nc1nc2sc3c(c2c(=O)s1)CCCC3	-21	x	-37	-7	x	2	-3	-7
CC(C)C[C@H]1CNC(=S)N1C[C@H]1CCCN1C[C@H](Cc1ccc(O)cc1)N1C[C@H](CC(C)C)N(CCc2ccccc2)C1=S	14	-9	15	-31	48	3	2	-5
O=C(c1cnccn1)N1CC(=O)N2[C@H](CO)[C@H](c3ccc(C#CC4CC4)cc3)[C@@H]2C1	3	-2	-17	-3	x	2	x	x
Cc1ccc(N(CC(=O)N2CCOCC2)S(C)(=O)=O)cc1C	x	0	-2	-12	-1	1	2	2
CC1CCN(c2ccc(NC(=O)c3cccnc3Cl)cc2)CC1	-31	-4	-20	x	-66	2	x	x
COc1ccccc1-c1ccc2c(c1)[C@@H]1[C@@H](CCN1S(=O)(=O)c1ccccc1)[C@H](CO)N2	7	0	1	-10	28	-1	6	-3[16.7 µM]
COc1ccc(OCCn2cnc3ccccc32)cc1	-29	-3	-5	-15	-46	0	2	-4
CCn1c(=NC(=O)CSC(C)=O)sc2cc(F)ccc21	x	x	5	-8	x	x	1	4
Cc1ccc(S(=O)(=O)N(C)CC(=O)Nc2cccnc2)cc1	-4	-2	1	-3	16	-1	0	2
c1ccc2c(c1)Sc1ccccc1-n1cnnc1-2	x	1	x	-3	6	-3	0	-8
O=Cc1cn(CC(=O)Nc2ccc(F)cc2)c2ccccc12	4	-7	36	3	14	3	x	x
COc1ccc(S(=O)(=O)N2CCOCC2)cc1NC(=O)CSc1nnc(C2CC2)n1C1CC1	-4	-3	1	8	6	0	-1	-2

Next section.
SMILES	EWS-Fli block	FN deposit inh	LGR2 antag	PGC1a acetyl inh	PAX8 inh HTS	CASP6 VEID inh	Cneo AK release	miR122 inh
C[C@@H]1CN([C@H](C)CO)C(=O)c2cc(-c3ccccc3)cnc2O[C@@H]1CN(C)C(=O)c1cccnc1	3	0	7	7	14	-1	x	x
COc1ccc(-n2c(C)c(C(C)=O)c(C(C)=O)c2C)cc1	x	x	11	2	x	39*	0	0
COc1cc(/C=C(\C#N)c2ccccn2)ccc1OCc1ccccc1	-24	-9	-37	x	14	1	x	x
COc1ccc(NC(=O)c2cccc(S(=O)(=O)N3CCN(c4ccccc4)CC3)c2)c(OC)c1	0	1	-3	x	30	-3	0	-1
O=C(Cc1ccccc1)N[C@@H](Cc1ccccc1)C(=O)O	-16	13	-12	x	-3	2	14	x
S=c1[nH]nc(CCSCc2ccccc2)n1-c1ccccc1	-4	-5	-7	x	0	1	x	2
O=C(C[C@H]1C[C@H]2c3cc(NC(=O)NC4CCCCC4)ccc3O[C@H]2[C@H](CO)O1)NCC(F)(F)F	-1	x	3	5	-9	-3	7	2[16.7 µM]
NNC(=O)c1nc[nH]c1C(=O)Nc1ccccn1	6	11	-9	x	8	3	x	x
Cn1c(N)c(C(=O)COC(=O)CCc2nc3ccccc3s2)c(=O)n(C)c1=O	11	-4	-2	6	4	2	0	-3
COc1ccc(-c2nn(-c3ccccc3)cc2N)cc1	-72	0	x	-1	-211	-4	x	x
Clc1ccc(OCCCCCN2CCCC2)c(Br)c1	4	9	-15	-10	9	-4	-3	2
COc1ccccc1CNC(=O)Cc1ccc(C)cc1	-11	-11	3	-2	-18	-2	x	5

Reprinted from the entries so far for reference:
SMILES	EWS-Fli block	FN deposit inh	LGR2 antag	PGC1a acetyl inh	PAX8 inh HTS	CASP6 VEID inh	Cneo AK release	miR122 inh
CCOc1cc(N2CCOCC2)c(OCC)cc1NC(=O)C(C)C	3	-15	-9	-5	8	-1	-14	12
Cc1cc(F)cc(-c2cc(C(=O)NCc3ccccn3)[nH]n2)c1	-20	-2	-18	0	-13	-1	-4	0
N#Cc1cccc(-c2ccc([C@@H]3[C@@H](CO)N4CCCCN(C(=O)Nc5ccccc5)C[C@H]34)cc2)c1	7	x	15	-4	-14	-8	-1	9[16.7 µM]
COc1ccc(CN(C)C[C@H]2OCc3cn(nn3)CCCC(=O)N([C@H](C)CO)C[C@@H]2C)cc1	2	5	-4	-3	8	-2	2	1[16.7 µM]

Screens from PubChem.
